Compound activity deposited in PubChem BioAssay by National Center for Advancing Translational Sciences (NCATS).
Giardia FBPA inh: qHTS Assay for Inhibitors of Fructose-1,6-bisphosphate Aldolase from Giardia Lamblia; A8B2U2; purified Giardia FBPA; Potency, µM (highest dose often 59.6 µM), inactives show at the highest dose activity, negative = inhibition, actives largely listed as inhibitors; actives 0.71% (n = 290,000); AID 2451, 2010; note: potency is the fitted concentration of half-maximal effect; % is set by controls: 0 for no effect and ±100 for the full control effect; nearly all actives have a fitted effect of over 55% in size
Target sequence (A8B2U2 whole entry, looked up): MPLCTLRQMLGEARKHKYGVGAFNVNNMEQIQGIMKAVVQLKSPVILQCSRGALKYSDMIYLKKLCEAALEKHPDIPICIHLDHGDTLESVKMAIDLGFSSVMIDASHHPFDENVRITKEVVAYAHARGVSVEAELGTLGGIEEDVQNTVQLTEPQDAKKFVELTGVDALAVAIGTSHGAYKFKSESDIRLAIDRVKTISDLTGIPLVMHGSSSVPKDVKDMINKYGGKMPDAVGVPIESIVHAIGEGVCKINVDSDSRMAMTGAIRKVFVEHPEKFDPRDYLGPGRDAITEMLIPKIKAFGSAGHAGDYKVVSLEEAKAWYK
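40 nM FBPA preincubated 10 min at RT with compound (up to 57.5 uM final), then substrate plus GAPDH/TPI/NAD/arsenate coupling and diaphorase/resazurin added. Fluorescence read after 20 min at RT, 525/598 nm.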
AMA1-RON2 inh: qHTS for Inhibitors of AMA1-RON; Towards Development of Antimalarial Drug Lead: Primary Screen; AID 720542, 2013; Plasmodium falciparum AMA1 (3D7) - RON2 peptide interaction; AlphaScreen AMA1-biotinylated RON2 peptide binding; actives 0.2% (n = 360,000); Potency, µM (doses to about 58.2 µM), inactives show at the highest dose activity change, negative = inhibition, actives largely listed as inhibitors;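 note: potency is the fitted concentration of half-maximal effect; 0% = vehicle wells and -100% = peptide control; nearly all actives have a fitted effect of over 45% in size; some results filed as inactive show a strong effect at the top dose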
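AMA1 (3D7) with his tag at 25 nM final met compounds first, then biotinylated RON2 peptide at 25 nM; detection used donor plus acceptor beads, 10 µg/mL apiece, read by AlphaScreen after 30 min at room temperature.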
AmpC no deterg: qHTS Inhibitors of AmpC Beta-Lactamase (assay without detergent) | AmpC nitrocefin hydrolysis, absorbance 480 nm, 0.0001% Triton | Potency, µM (highest dose often 57.1 µM), for the others: at the highest dose activity change, negative = inhibition, usual class: inhibitors | actives 0.52% (n = 330,000) | AID 485341, 2010;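 note: potency is the fitted concentration of half-maximal effect; plate controls were no compound for no effect and no enzyme for full effect; nearly all actives have a fitted effect of over 20% in size; some results filed as inactive show a strong effect at the top dose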
Target sequence (P00811 whole entry, looked up): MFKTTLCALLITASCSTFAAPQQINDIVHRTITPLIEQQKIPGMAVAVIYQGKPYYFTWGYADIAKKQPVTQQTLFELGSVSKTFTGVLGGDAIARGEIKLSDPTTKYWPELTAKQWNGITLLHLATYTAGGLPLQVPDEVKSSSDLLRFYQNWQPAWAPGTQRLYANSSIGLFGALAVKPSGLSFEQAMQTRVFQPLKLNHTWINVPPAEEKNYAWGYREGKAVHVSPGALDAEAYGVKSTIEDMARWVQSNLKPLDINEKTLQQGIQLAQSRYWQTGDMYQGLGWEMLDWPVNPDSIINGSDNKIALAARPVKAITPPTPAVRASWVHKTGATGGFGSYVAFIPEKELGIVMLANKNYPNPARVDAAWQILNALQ
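20 mM phosphate pH 7.0 + 0.01% (detergent screen) or 0.0001% Triton X-100; 5.3 nM AmpC reagent; cpd preinc 15 min RT; nitrocefin (800 uM stock) to start; A480 q20 s × 4 min; Activity was normalised to no-enzyme and no-compound control wells.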
AmpC detergent: qHTS Inhibitors of AmpC Beta-Lactamase (assay with detergent); AmpC hydrolysis of nitrocefin, absorbance 480 nm, 0.01% Triton; actives 0.041% (n = 370,000); Potency, µM (top dose mostly 114 µM), inactives show at the highest dose activity change, negative = inhibition, most hits filed as inhibitors; P00811;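 note: potency is the fitted concentration of half-maximal effect; 0% = no-compound wells and -100% = no-enzyme wells; nearly all actives have a fitted effect of over 25% in size; some results filed as inactive show a strong effect at the top dose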
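20 mM phosphate pH 7.0 + 0.01% (detergent screen) or 0.0001% Triton X-100; 5.3 nM AmpC reagent; cpd preinc 15 min RT; nitrocefin (800 uM stock) to start; A480 q20 s × 4 min; Activity was normalised to no-enzyme and no-compound control wells.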
HCMV inh: qHTS Assay for inhibitors of the human cytomegalovirus (HCMV); HFF cells, HCMV-luciferase reporter, 72 h; active compounds read low; activity change, negative = inhibition, % at 57.5 µM; actives 4.5% (n = 410,000); in the data active = activity change below about -60%; inconclusive = no clear call, values can overlap the other calls; inactive = above about -39%; note: % is set by controls: 0 for no effect and ±100 for the full control effect
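Cell-based, HFFs, 1000 cells/well, 16 h 37C; cpds in DMSO + HCMV-luc, MOI 1 PFU/cell; 72 h 37C; OneGlo luminescence after 5 min RT; norm. to buffer vs Salinomycin 10uM.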
CHX counter: Cycloheximide Counterscreen for Small Molecule Inhibitors of Shiga Toxin. cell reporter, cycloheximide protein synthesis inhibition counterscreen. max response, %. actives 12% (n = 300,000); in the data active = max response mostly above about 13%, no sharp cut-off; inactive = mostly below about 14%; note: read at 38.3 µM for the half of the compounds with a filed dose; 0% is about no effect
Shiga toxin inh: A qHTS for Small Molecule Inhibitors of Shiga Toxin; Vero cells, Shiga toxin protein synthesis inhibition reporter; inhibition, % at 38.7 µM; actives 9.2% (n = 290,000); in the data active = inhibition mostly above about 28%, no sharp cut-off; inactive = mostly below about 43%; note: 0% is about no effect
* marks the source's active call; other numbers are inactive results; u = inconclusive; x = no result given; [ ] = dose if it differs, or a comment. Unless noted, calls come from the whole dose curve; as a rule, active = well fitted curve in the direction sought with a large enough effect; inconclusive = small, poorly fitted or top-dose-only effect, or another doubt; inactive = no such curve, though single readings can be large; an effect the other way counts as inactive or inconclusive.

Letters: A = Giardia FBPA inh; B = AMA1-RON2 inh; C = AmpC no deterg; D = AmpC detergent; E = HCMV inh; F = CHX counter; G = Shiga toxin inh
Cc1ccc2sc(-c3ccc(NC(=O)c4cc(-n5cnnc5)ccc4Cl)cc3)nc2c1
  A: 17% | B: -9% | C: -3% | D: -2% | E: u | F: 62* | G: 134*
COc1ccc(CC(=O)OC(C)C(=O)NC2CCCCC2C)cc1 (stereo unspecified)
  A: x | B: 3% | C: -7% | D: u | E: -5 | F: x | G: x
COc1ccc(C(CNC(=O)c2ccco2)N2CCCC2)cc1 (stereo unspecified)
  A: x | B: 17% | C: -18% | D: -4% | E: 0 | F: x | G: x
CCO[C@@H]1OC(C(=O)N2CCCCCCC2)=C[C@H](c2csc3ccccc23)[C@H]1CCCO
  A: -11% | B: -8% | C: 181%[activator] | D: 8% | E: -16 | F: -2 | G: -21
CCS(=O)(=O)N1CCCC(C(=O)NCc2cccnc2)C1 (stereo unspecified)
  A: 8% | B: 2% | C: -15% | D: 0% | E: 12 | F: -3 | G: -6
CCOc1cc(C(=O)N(C)Cc2cc3cc(OC)ccc3[nH]c2=O)cc(OCC)c1OCC
  A: -2% | B: 12% | C: 1% | D: -1% | E: 32 | F: -2 | G: -4
O=C(/C=C/c1ccc([N+](=O)[O-])cc1)NCCc1ccc(F)cc1
  A: -2% | B: -2% | C: -35% | D: u | E: -9 | F: -1 | G: 32
COc1ccc(C2=CC3=C(Br)C(=O)C(C)(OC(=O)c4cccs4)C(=O)C3=CO2)cc1 (stereo unspecified)
  A: -4% | B: -29% | C: x | D: x | E: 23 | F: x | G: x
CC(=O)n1cc(/C=N/NC(=O)c2ccccc2O)c2ccccc21
  A: 18% | B: 115%[activator] | C: -38% | D: 4% | E: 19 | F: 26* | G: 66*
O=C(CSc1nnc(CNC(=O)c2ccc(F)cc2)o1)NCCc1ccccc1
  A: 10% | B: -5% | C: -8% | D: -3% | E: -8 | F: -3 | G: -5
O=C(NCCc1cccs1)C1CC(c2cccc(F)c2)=NO1 (stereo unspecified)
  A: 10% | B: 1% | C: 20% | D: 0% | E: -12 | F: 5 | G: 5
O=C(O)C1CCN(S(=O)(=O)c2ccc(Oc3ccccc3)cc2)CC1
  A: 26% | B: -7% | C: -10% | D: -9% | E: 8 | F: -6 | G: -5
CCOc1ccc(NS(=O)(=O)c2cc(OCC(N)=O)c(C)cc2Cl)cc1
  A: -6% | B: -10% | C: -2% | D: 1% | E: -2 | F: 0 | G: 1
O=C1CC(C(=O)N(c2cccc(F)c2)C(C(=O)NC2CCCC2)c2ccccn2)CS1 (stereo unspecified)
  A: 0% | B: 11% | C: 4% | D: -11% | E: 8 | F: 7 | G: 44
CCN(CC(=O)Nc1ccc(NC(C)=O)cc1)C(=O)c1oc2ccccc2c1C
  A: x | B: 20% | C: -19% | D: -9% | E: -14 | F: x | G: x
CC(C)N(CC(=O)Nc1ccc(Cl)cc1C(F)(F)F)C(=O)CCl
  A: -1% | B: 1% | C: -16% | D: -14% | E: -99* | F: 21* | G: 21
CCc1nnc(NC(=O)c2c(O)c3c([nH]c2=O)CCCC3)s1
  A: 18% | B: -2% | C: -17% | D: -2% | E: 10 | F: -1 | G: -1
CC(=O)Nc1ccc(NC(=O)c2ccccc2-n2cnnn2)cc1
  A: x | B: 13% | C: -15% | D: -8% | E: x | F: x | G: x
c1ccc2c(c1)COC(CN1CCCCC1)OC2
  A: 1% | B: -1% | C: -6% | D: -6% | E: 13 | F: -2 | G: -6
Cc1ccc(S(=O)(=O)NCC(=O)N(CC(=O)NCc2ccco2)Cc2ccco2)cc1
  A: 1% | B: -1% | C: -5% | D: 0% | E: 8 | F: -2 | G: 26
Cc1cc(=O)oc2cc(O[C@@H]3O[C@H](CO)[C@H](O)[C@H](O)[C@H]3O)ccc12
  A: 18% | B: -1% | C: -7% | D: 4% | E: -17 | F: -8 | G: 6
Cc1cc(C)c(NC(=O)c2ccc(CNS(=O)(=O)c3cc(C(F)(F)F)ccc3Cl)cc2)c(C)c1
  A: 3% | B: -8% | C: -36% | D: -13% | E: -30 | F: 2 | G: -11
Cc1cc(NCCN2CCOCC2)n2c(nc3ccccc32)c1C#N
  A: -15% | B: -10% | C: -22% | D: u | E: 65 | F: 11 | G: -6
CCN(CC)CCn1c2c(c(SCC(=O)NCc3ccccc3)nc1=O)CCC2
  A: x | B: -10% | C: -8% | D: u | E: -25 | F: x | G: x
CCC1CCc2sc(C(=O)NNC(=S)NCC3CCCO3)cc2C1 (stereo unspecified)
  A: x | B: 67%[activator] | C: -5% | D: 6% | E: 37 | F: x | G: x

Shown as labelled records: part of the list above
canonical_smiles: O=C(/C=C/c1ccc([N+](=O)[O-])cc1)NCCc1ccc(F)cc1
  Giardia FBPA inh: -2%
  AMA1-RON2 inh: -2%
  AmpC no deterg: -35%
  AmpC detergent: u
  HCMV inh: -9
  CHX counter: -1
  Shiga toxin inh: 32
canonical_smiles: COc1ccc(C2=CC3=C(Br)C(=O)C(C)(OC(=O)c4cccs4)C(=O)C3=CO2)cc1 (stereo unspecified)
  Giardia FBPA inh: -4%
  AMA1-RON2 inh: -29%
  AmpC no deterg: x
  AmpC detergent: x
  HCMV inh: 23
  CHX counter: x
  Shiga toxin inh: x

The main list resumes, starting 3 compounds before the break.
Letters: A = Giardia FBPA inh; B = AMA1-RON2 inh; C = AmpC no deterg; D = AmpC detergent; E = HCMV inh; F = CHX counter; G = Shiga toxin inh
Cc1cc(NCCN2CCOCC2)n2c(nc3ccccc32)c1C#N
  A: -15% | B: -10% | C: -22% | D: u | E: 65 | F: 11 | G: -6
CCN(CC)CCn1c2c(c(SCC(=O)NCc3ccccc3)nc1=O)CCC2
  A: x | B: -10% | C: -8% | D: u | E: -25 | F: x | G: x
CCC1CCc2sc(C(=O)NNC(=S)NCC3CCCO3)cc2C1 (stereo unspecified)
  A: x | B: 67%[activator] | C: -5% | D: 6% | E: 37 | F: x | G: x
Cc1cccc(OCCn2ccnc2)c1C
  A: 22µM* | B: -8% | C: -3% | D: -13% | E: 14 | F: -3 | G: -3
Cc1ccc(F)cc1NC(=O)N1CCN(c2ccnc3cc(Cl)ccc23)CC1
  A: 1% | B: -5% | C: 10% | D: -3% | E: -69* | F: -1 | G: 1
C=C(C)[C@@H]1CC[C@]2(C(=O)O)CC[C@]3(C)[C@H](CC[C@@H]4[C@@]5(C)CC[C@H](O)C(C)(C)[C@@H]5CC[C@]43C)[C@@H]12
  A: 2% | B: 11% | C: 53% | D: -4% | E: -14 | F: -3 | G: -9
CCOC(=O)CNC(=O)CSc1nc(Cc2ccccc2)nc2ccccc12
  A: -1% | B: 1% | C: 31% | D: 2% | E: 6 | F: -3 | G: -10
CC1CN(C(=O)c2ccccc2)C(=Nc2cccc(S(=O)(=O)N(C)C)c2)S1 (stereo unspecified)
  A: 0% | B: -4% | C: 11% | D: -6% | E: u | F: 5 | G: -2
CCN(CC)S(=O)(=O)c1ccc(-c2cn3cc(Cl)ccc3n2)cc1
  A: -4% | B: 2% | C: -24% | D: -18% | E: u | F: 19 | G: 20
NC(=O)c1nsc(C(=O)N(c2ccc(F)cc2)C(C(=O)NCC2CCCO2)c2ccc3ncccc3c2)c1N (stereo unspecified)
  A: 5% | B: -11% | C: 107%[activator] | D: 0% | E: 27 | F: 5 | G: -3
CCOc1ccc2nc(N=Nc3c(O)[nH]c(=S)[nH]c3=O)sc2c1
  A: u | B: -12% | C: -17% | D: -1% | E: -17 | F: 5 | G: 12
Fc1ccc2[nH]c3c(NCCN4CCOCC4)ncnc3c2c1
  A: -2% | B: -9% | C: -28% | D: -9% | E: x | F: -2 | G: -2
CCc1cc2c(=O)c(-c3nc4ccccc4n3C)coc2c(CN2CCN(C)CC2)c1O
  A: 8% | B: 12% | C: 86%[activator] | D: 0% | E: 4 | F: 3 | G: -4
CCn1cc(S(=O)(=O)NCc2ccc3c(c2)OCO3)cn1
  A: x | B: 6% | C: -21% | D: 6% | E: 41 | F: -1 | G: -9
O=C1COc2ccc(NC(=O)N3CCN(c4ccc(F)cc4)CC3)cc2N1
  A: 3% | B: -4% | C: -28% | D: 3% | E: u | F: -3 | G: -5
C=CCn1c(COc2ccc(CC)cc2)nnc1SC/C(O)=C(\C#N)c1nc2ccccc2[nH]1
  A: -21% | B: 41%[activator] | C: -48% | D: -4% | E: 47 | F: -4 | G: -12
CCc1c(C)nc(SCC(=O)Nc2ccc(Br)cc2)[nH]c1=O
  A: 4% | B: 21% | C: -30% | D: u | E: 41 | F: -6 | G: -11
Cc1nn(-c2ccccc2)c(Cl)c1C(=O)NCC1CCCO1 (stereo unspecified)
  A: x | B: -11% | C: -4% | D: u | E: -33 | F: x | G: x
O=C(CC1c2ccccc2Oc2ccccc21)Nc1ccccc1C(F)(F)F
  A: 4% | B: -27% | C: -25% | D: u | E: -14 | F: 1 | G: -7
NS(=O)(=O)c1ccc(NC(=O)/C(=C/c2ccncc2)NC(=O)c2ccccc2)cc1
  A: 4% | B: 42%[activator] | C: -13% | D: u | E: 22 | F: -3 | G: -6
Cc1ccc(S(=O)(=O)N2CCN(C(=O)CSc3nc4ccccc4o3)C2)cc1
  A: 0% | B: 5% | C: -1% | D: -9% | E: -8 | F: 1 | G: 18
CCOCCOC(=O)C1=C(C)N(C)C(=O)NC1c1ccccc1F (stereo unspecified)
  A: 2% | B: -3% | C: -10% | D: u | E: -3 | F: -7 | G: -21
COC(=O)c1scc(C)c1NC(=O)C1CCCCC1
  A: 4% | B: 4% | C: -7% | D: 1% | E: 50 | F: -6 | G: 10
O=c1c(-c2ccc(F)cc2)[n+]([O-])c2ccccc2n1OCc1ccccn1
  A: 4% | B: -2% | C: -7% | D: 1% | E: u | F: 10 | G: -7
COC(=O)C1=C(C)N(Cc2ccccc2)C(=NCc2ccco2)N[C@H]1c1cccc(F)c1
  A: x | B: -2% | C: -6% | D: x | E: 1 | F: x | G: x
CCn1ncc([N+](=O)[O-])c1C(=O)N1CCCC1
  A: 5% | B: -29% | C: -10% | D: 1% | E: 18 | F: -7 | G: -13
COC(=O)c1ccccc1CSc1nsc(/C=C/N(C)C)c1C#N
  A: -8% | B: 0% | C: 28µM* | D: -1% | E: x | F: -6 | G: -10
COc1ccc(Cl)cc1NC(=S)Nc1cccnc1
  A: -7% | B: -6% | C: -10%[2.29 µM] | D: 1% | E: -5 | F: -2 | G: -8
COc1cccc(OC)c1Oc1ccc(C(F)(F)F)cn1
  A: -1% | B: -5% | C: -2% | D: -15% | E: -20 | F: -2 | G: -4
Cc1cc(C(=O)O)ccc1-c1ccc(/C=C2\NC(=O)N(Cc3ccccc3Cl)C2=O)o1
  A: u | B: -19% | C: -27% | D: 4% | E: x | F: 2 | G: 2
